# TrxR1 substrate – qHTS Assay for Substrates of Mammalian Selenoprotein Thioredoxin Reductase 1 (TrxR1): qHTS | 390,000 compounds, 0.01% hits | Potency, µM (top dose mostly 114 µM), without a hit: at the top dose activity change, negative = substrate turnover | AID 588456, 2011 | purified TrxR1 substrate turnover, NADPH consumption readout; also: potency is read from the fitted curve at half-maximal effect; % is scaled to controls: 0 for no effect and ±100 for the full control effect; nearly all actives have a fitted effect of over 50% in size
# Target sequence (O89049 whole entry, looked up): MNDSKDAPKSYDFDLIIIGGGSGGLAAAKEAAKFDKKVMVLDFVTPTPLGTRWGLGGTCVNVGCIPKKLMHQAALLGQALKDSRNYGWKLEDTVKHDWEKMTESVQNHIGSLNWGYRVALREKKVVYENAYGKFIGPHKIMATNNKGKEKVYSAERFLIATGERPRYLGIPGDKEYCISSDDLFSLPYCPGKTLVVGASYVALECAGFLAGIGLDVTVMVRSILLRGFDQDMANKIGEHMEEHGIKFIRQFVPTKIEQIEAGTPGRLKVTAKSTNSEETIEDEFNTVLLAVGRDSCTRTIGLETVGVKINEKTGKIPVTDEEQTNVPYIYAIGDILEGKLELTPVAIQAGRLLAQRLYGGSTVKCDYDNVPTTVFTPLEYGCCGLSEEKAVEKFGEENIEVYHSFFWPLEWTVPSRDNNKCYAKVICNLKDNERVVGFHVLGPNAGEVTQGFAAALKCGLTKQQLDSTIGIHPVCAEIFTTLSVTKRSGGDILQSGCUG
#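 Rat TrxR1, dispensed at 90 nM, was prereduced with 400 uM NADPH (final) for 5 min at ~22 deg C, then incubated with compound 15 min before 400 uM selenite. A first-read NADPH fluorescence drop versus no-compound background flagged substrates.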
# USP1-UAF1 inh – Inhibitors of USP1/UAF1: Primary Screen; recombinant USP1/UAF1, Ub-Rhodamine cleavage fluorescence; Potency, µM (titrated, usually from 57.1 µM), without a hit: at the top dose activity change, negative = inhibition, usual class: inhibitors; AID 743255, 2014; 390,000 compounds, 0.23% hits; also: potency is read from the fitted curve at half-maximal effect; % is scaled to controls: 0 for no effect and ±100 for the full control effect; nearly all actives have a fitted effect of over 60% in size; inactives centre near -12
#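 1 nM enzyme complex + cpd, 15 min RT; start with Ub-Rho 150nM final; kinetic fluorescence ex 480/em 540, 6 reads q60 s. Buffer 50mM HEPES pH 7.8, 0.5mM EDTA, 0.1 mg/ml BSA, 1mM TCEP, 0.01% Tween-20.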
# mIDH1 inhibitor – qHTS for Inhibitors of mutant isocitrate dehydrogenase 1 (IDH1): qHTS. 390,000 compounds, 0.093% hits. IDH1-R132H enzyme, NADPH consumption, diaphorase/resazurin fluorescence. Isocitrate dehydrogenase [NADP] cytoplasmic (Homo sapiens), O75874. AID 602179, 2012. Potency, µM (doses to about 76.6 µM), for inactives: at the top dose activity change, negative = inhibition, actives largely listed as inhibitors; also: potency is read from the fitted curve at half-maximal effect; % is scaled to controls: 0 for no effect and ±100 for the full control effect; nearly all actives have a fitted effect of over 65% in size
# Target sequence (O75874 whole entry R132H, stated change not applied): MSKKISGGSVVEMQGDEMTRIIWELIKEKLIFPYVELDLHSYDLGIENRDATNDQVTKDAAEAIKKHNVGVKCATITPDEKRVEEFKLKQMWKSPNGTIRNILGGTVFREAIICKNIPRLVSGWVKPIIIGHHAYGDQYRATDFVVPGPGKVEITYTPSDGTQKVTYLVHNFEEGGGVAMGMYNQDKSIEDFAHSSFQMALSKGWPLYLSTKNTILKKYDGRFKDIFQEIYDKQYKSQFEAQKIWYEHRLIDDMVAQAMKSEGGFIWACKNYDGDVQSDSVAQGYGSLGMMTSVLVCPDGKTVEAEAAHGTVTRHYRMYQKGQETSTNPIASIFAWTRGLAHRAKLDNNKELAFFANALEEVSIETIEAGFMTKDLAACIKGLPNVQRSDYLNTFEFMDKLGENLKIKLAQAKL
#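 IDH1-R132H (0.5 ug/mL) preincubated 30 min with compound, then NADPH (0.016 mM) and alpha-KG (2 mM) added; 80 min at RT, pH 7.5. Remaining NADPH coupled via diaphorase/resazurin to fluorescence (540/590 nm); concentration-response curves normalized to no-enzyme control.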
# TrxR1 inh – qHTS Assay for Inhibitors of Mammalian Selenoprotein Thioredoxin Reductase 1 (TrxR1): qHTS. Thioredoxin reductase 1, cytoplasmic (Rattus norvegicus), O89049. recombinant rTrxR1, NADPH fluorescence consumption, selenite substrate. Potency, µM (series often up to 114 µM), without a hit: at the highest dose activity change, negative = inhibition, most hits filed as inhibitors. 390,000 compounds, 1% hits. AID 588453, 2011; also: potency is read from the fitted curve at half-maximal effect; % is scaled to controls: 0 for no effect and ±100 for the full control effect; nearly all actives have a fitted effect of over 65% in size
#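 Rat TrxR1 (90 nM in the dispensed reagent) was pre-reduced with 400 uM NADPH for 5 min at room temperature, then incubated with compound for 15 min. After 400 uM selenite was added, NADPH fluorescence (Ex 340/Em 450 nm) was followed for 8 min.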
# LDHA inh – qHTS assay for inhibitors of human lactate dehydrogenase; purified LDHA, NADH/diaphorase-resazurin fluorescence; active compounds read low; activity change, % (values are at about 110 or 230 µM); 480,000 compounds, 0.15% hits; AID 1347041, 2019; in the data active = activity change below about -30%; inconclusive = mostly about -25% to -30%;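 also: plate controls were DMSO wells for no effect and wells without enzyme for full effect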
#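 Human LDH5 (2 nM) was incubated with 0.06 mM NADH and 0.2 mM pyruvate for 5 min at room temperature in Tris pH 7.4. Remaining NADH was coupled through diaphorase/resazurin, and resorufin fluorescence was read at 0 and 20 min.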
# Vif-APOBEC3G blk – qHTS for Inhibitors of Vif-A3G Interactions: qHTS; 410,000 compounds, 0.076% hits; HeLa A3G-eYFP + Vif (tagged APOBEC3G with the HIV-1 protein that degrades it), YFP fluorescence, overnight; Potency, µM (doses to about 46.1 µM), inactives show at the top dose activity, negative = active, most hits filed as inhibitors;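 also: potency is read from the fitted curve at half-maximal effect; % is scaled to controls: 0 for no effect and ±100 for the full control effect; nearly all actives have a fitted effect of over 60% in size; hits raise eYFP signal because A3G escapes Vif-driven loss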
#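 Read-out is eYFP fluorescence (Ex 488/Em 500-530) from Vif-expressing HeLa A3G-eYFP cells; more signal means A3G escaped Vif-mediated degradation. Cells plated overnight, compound pinned in, incubated overnight at 37 deg C.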
# GRP78 ERSR act – qHTS for Inducers of the Endoplasmic Reticulum Stress Response (ERSR) in Human Glioma: qHTS | Potency, µM, for the others: at the top dose activation, actives largely listed as activators | 420,000 compounds, 0.02% hits | U87-MG GRP78 promoter luciferase reporter, 16 h; also: potency is read from the fitted curve at half-maximal effect; series mostly up to about 76 µM; % of control where 0% means no effect; nearly all actives have a fitted effect of over 35% in size
#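 ERSR induction read as luciferase luminescence (Bright-Glo, 10 min at room temperature) in stably transfected human U87-MG glioma cells exposed to compounds for 16 h, using GRP78 as sensor.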
# Vif-A3F inh – qHTS for Inhibitors of Vif-A3F Interactions: qHTS; HeLa A3F-eYFP + Vif (tagged APOBEC3F with the HIV-1 protein that degrades it), YFP fluorescence increase; Potency, µM (series often up to 46.1 µM), for inactives: at the highest dose activity, negative = active; 390,000 compounds, 0.2% hits; AID 602313, 2012; also: potency is read from the fitted curve at half-maximal effect; % of control where 0% means no effect; nearly all actives have a fitted effect of over 65% in size
#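 HeLa cells stably expressing Vif plus C-terminally eYFP-tagged A3F were seeded, incubated overnight at 37 deg C, dosed with compound, incubated overnight again at 37 deg C. Yellow fluorescence (Ex 488/Em 500-530) reported blocked Vif-mediated A3F-eYFP degradation.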
# RGS4 inhibitor – Inhibitors of Regulator of G Protein Signaling (RGS) 4: qHTS; Regulator of G-protein signaling 4 (Homo sapiens), P49798; Transcreener GDP fluorescence polarization, RGS4-accelerated GTP hydrolysis; Potency, µM (top dose mostly 114 µM), inactives show top-dose activity change, negative = inhibition, most hits filed as inhibitors; 390,000 compounds, 0.039% hits; AID 504845, 2011; also: potency is read from the fitted curve at half-maximal effect; % is scaled to controls: 0 for no effect and ±100 for the full control effect; nearly all actives have a fitted effect of over 75% in size; some results filed as inactive show a strong effect at the top dose
# Target sequence (P49798 whole entry, looked up): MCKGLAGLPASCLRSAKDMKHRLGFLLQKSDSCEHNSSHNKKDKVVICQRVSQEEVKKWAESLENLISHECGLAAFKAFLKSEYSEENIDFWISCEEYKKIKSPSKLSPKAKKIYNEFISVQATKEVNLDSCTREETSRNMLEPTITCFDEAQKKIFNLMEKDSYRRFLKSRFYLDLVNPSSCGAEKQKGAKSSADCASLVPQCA
#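 MLSMR compounds (23 nl, pin-transferred) preincubated 10 min at room temperature with a 500nM (2x) first reagent, then RGS4 at 900nM (2x) plus Transcreener GDP mix added; fluorescence polarization (620/688 nm) read before and after 90 min at 30 °C.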
# Active calls of the source: *; ? = inconclusive; . = no result given; [ ] = remark or other dose. Unless noted, calls follow the shape of the dose curve; as a rule, active = well fitted curve in the direction sought with a large enough effect; inconclusive = small, poorly fitted or top-dose-only effect, or another doubt; inactive = no such curve, though single readings can be large; an effect the other way counts as inactive or inconclusive.
SMILES,TrxR1 substrate,USP1-UAF1 inh,mIDH1 inhibitor,TrxR1 inh,LDHA inh,Vif-APOBEC3G blk,GRP78 ERSR act,Vif-A3F inh,RGS4 inhibitor
Cc1[nH]c(C)c(S(=O)(=O)NCc2ccccc2Cl)c1C(=O)N1CCCC1,-1%,-9%,-18%,9%,-2,1%,-2%,-6%,22%[56.9 µM]
O=C(CCc1ccccc1)NCC(=O)N/N=C/c1ccc(O)cc1O,-4%,-22%,-5%,9%,5,-9%,-5%,3%,2%
CCCCS(=O)CC(CS(=O)CCCC)OC(=O)c1ccc(C)cc1 (stereo not given),-3%,0%,1%,-4%,-5,1%,-5%,0%,-44%
CC(C)(C)SCCNC(=O)/C=C/c1cccc([N+](=O)[O-])c1,0%,-21%,4%,14%,-1,1%,6%,-9%,-39%
CN=C1SC(CC(=O)Nc2c(C)cccc2C)C(=O)N1/N=C/c1cccs1 (stereo not given),-1%,-18%,6%,-4%,-8,-1%,-3%,1%,17%
COc1ccc(S(=O)(=O)N(C)C[C@H]2Oc3c(NC(=O)Nc4ccccc4)cccc3C(=O)N([C@H](C)CO)C[C@@H]2C)cc1,-5%,-26%,0%[38.3 µM],4%,-4,0%,-6%,1%,6%
Cc1ccc(NC(=O)Cn2cc3c(n2)CCC(C)C3)cc1C (stereo not given),-8%,10%,1%,-9%,-8,-6%,1%,-18%,-11%
COc1ccc(OC)c2sc(N(CCCN(C)C)C(=O)c3ccco3)nc12,-3%,-15%,11%,1%,5,3%,-1%,-12%,-24%
CCOc1ccc(N(C(=O)c2snc(C(N)=O)c2N)C(C(=O)NCC2CCCO2)c2ccc(C)o2)cc1 (stereo not given),8%[57.1 µM],-18%,-1%,28%[57.1 µM],4,-6%,1%,7%,-7%
O=C(COC(=O)c1ccccc1NCCO)NCc1cccs1,167%[activator],-20%,10%,2%,-5,-1%,1%,-13%,-7%
O=C(c1ccc(O)c(Br)c1)c1cc(Br)ccc1O,3%[57.1 µM],?,1%,10%[2.29 µM],-4,-2%,-4%,-9%,7%
COc1ccc(N(CC(=O)Nc2ccc(S(=O)(=O)N3CCOCC3)cc2)S(=O)(=O)c2ccccc2)cc1,-4%,-17%,9%,17%[57.1 µM],0,0%,-5%,3%,-13%
O=[N+]([O-])c1ccccc1/C=C/C=N/Nc1nc(N2CCCCC2)nc(N2CCCCC2)n1,2%[57.1 µM],-3%,-4%,15%[57.1 µM],-8,9%,-1%,7%,?
O=C(O)c1ccc(/C=N/NC(=S)NCCN2CCOCC2)cc1,0%[57.1 µM],-9%,2%,13%[57.1 µM],-6,1%,-3%,1%,41%
COc1ccccc1-n1c(C)cc(C=O)c1C,7%[57.1 µM],-18%,9%,13%[57.1 µM],-2,0%,-7%,-1%,-6%
CCCc1nnc(NC(=O)Cn2c(=O)sc3ccccc32)s1,-2%,-12%,3%,15%,2,-1%,-2%,4%,-10%
Nc1ncnc2c1ncn2[C@@H]1O[C@H](CNC(=O)[C@@H](N)Cc2ccc(C(F)(F)F)cc2)[C@@H](O)[C@H]1O,4%,-15%,-7%,3%,-3,-1%,-1%,-1%,14%
Cc1cccc(C)c1OCc1n[nH]c(=S)o1,-4%,0%,1%,-8%[57.1 µM],0,2%,-2%,0%,1%
COc1ccc(OC)c(NC(=O)Cn2c(=O)cc(-c3ccccc3)c3c(C)nn(C)c32)c1,5%[57.1 µM],?,-1%,18%[57.1 µM],0,-2%,-3%,-7%,?
CN1CCCc2cc(/C=C/c3ccnc4ccccc34)ccc21,-1%,.,.,-16%,.,?,-1%,.,.
CCN(CC)CCC(c1ccc2c(c1)OCO2)c1c(OC)cc(OC)c2ccc(=O)oc12 (stereo not given),-3%,-26%,-4%[38.3 µM],-18%,0,0%,-5%,-1%,2%
COC(=O)c1cc2nc(-c3ccc(OC)cc3)cc(C(F)(F)F)n2n1,0%[57.1 µM],-12%,3%,15%[57.1 µM],0,5%,-6%,-15%,0%
CCOC(=O)C(CC)/C(C)=N\NC(=O)c1ccccc1O (stereo not given),8%,-16%,9%,-7%,6,-8%,7%,-1%,9%
Cc1ccc2[nH]c(C(=O)O)c(-c3ccccc3)c2c1,76%[activator],1%,-7%,1%,-3,1%,1%,-5%,-25%
CC1CN(c2cc(=O)n(-c3ccc(Cl)cc3)c(=O)[nH]2)CC(C)O1 (stereo not given),2%[57.1 µM],2%,-1%,-55%,-17,-1%,-2%,0%,3%
Cc1ccc(/C=N/NC(=O)c2ccc3nc[nH]c3c2)s1,-15%,-22%,-4%,-20%,-10,-1%,4%,1%,-1%
Cc1cccc(N(CC(=O)NCc2ccccc2)C(=O)CCC(=O)Nc2nccs2)c1,2%,2%,5%,12%,-5,0%,-4%,-13%,11%
CCN(CC)C(=O)Cn1cc(S(=O)(=O)CC(=O)NCc2ccc(F)cc2)c2ccccc21,8%,-1%,-6%,8%,-2,3%,-4%,-2%,-20%
CCOC(=O)[C@@H](NC(=O)CC[C@H]1O[C@@H](n2cc(C)c(=O)[nH]c2=O)C[C@@H]1O)C(C)C,.,-29%,-1%,.,-10,0%,-2%,0%,.
CCC(CC)C(=O)Nc1nnc(SCC(=O)NC(C)(C)C)s1,-2%,-10%,0%,9%,-7,-3%,-1%,-3%,29%

# Fetched by compound from the list above, three records:
SMILES,TrxR1 substrate,USP1-UAF1 inh,mIDH1 inhibitor,TrxR1 inh,LDHA inh,Vif-APOBEC3G blk,GRP78 ERSR act,Vif-A3F inh,RGS4 inhibitor
Cc1ccc2[nH]c(C(=O)O)c(-c3ccccc3)c2c1,76%[activator],1%,-7%,1%,-3,1%,1%,-5%,-25%
CC1CN(c2cc(=O)n(-c3ccc(Cl)cc3)c(=O)[nH]2)CC(C)O1 (stereo not given),2%[57.1 µM],2%,-1%,-55%,-17,-1%,-2%,0%,3%
CCCc1nnc(NC(=O)Cn2c(=O)sc3ccccc32)s1,-2%,-12%,3%,15%,2,-1%,-2%,4%,-10%

# Additional results:
SMILES,TrxR1 substrate,USP1-UAF1 inh,mIDH1 inhibitor,TrxR1 inh,LDHA inh,Vif-APOBEC3G blk,GRP78 ERSR act,Vif-A3F inh,RGS4 inhibitor
CCC(CC)COC(=O)C1=C(C)NC(=O)NC1c1ccc([N+](=O)[O-])cc1 (stereo not given),-1%,-5%,-19%,3%,0,-11%,-4%,2%,15%
CCCCCC(=O)Nc1nc(C)c(-c2csc(Nc3cc(Cl)ccc3OC)n2)s1,-7%,-13%,-17%,-14%,5,0%,-3%,7%,-39%
CCOc1ccc(NC(=O)CCNS(=O)(=O)c2ccc3c(c2)CC(C)N3C(C)=O)cc1 (stereo not given),-5%,-30%,-6%,-7%,-14,-3%,-3%,-3%,-57%[56.9 µM]
Cn1c(CNC(=O)c2ccc3c(c2)OCO3)nnc1SCC(=O)Nc1ccc(F)cc1,-12%,-9%,1%,20%[57.1 µM],-4,0%,1%,11%,-19%
Cc1onc(-c2c(F)cccc2Cl)c1C(=O)NCC1COc2ccccc2O1 (stereo not given),0%,2%,-3%,23%,-1,-7%,0%,-12%,5%
O=C(c1ccccc1Oc1nnnn1-c1ccccc1)N1CCOCC1,3%[57.1 µM],-2%,-2%,-14%[57.1 µM],3,1%,-7%,-3%,50%
COc1ccc(N2CCN(C(=O)c3cc(C)on3)CC2)cc1,0%,-12%,-15%,18%,-2,2%,-2%,-12%,11%
Cc1ccc(Cn2nnc3c(=O)n(CC(=O)OCc4ccccc4)cnc32)cc1,-4%,-16%,2%,1%,-1,-1%,?,2%,-20%
O=C(CBr)N1CCc2ccccc2C(c2ccccc2)C1 (stereo not given),5%,-12%,3%,-68%,-4,-1%,-2%,4%,-20%
NC(=O)C1CCCN(Cc2ccc3ccccc3c2)C1 (stereo not given),-7%,-10%,-17%,21%,-4,0%,-4%,-2%,12%
Cc1cc(C)nc(Sc2ncnc3sc4c(c23)CCC4)n1,125%[activator],-12%,7%,-16%,-7,0%,-4%,-9%,-13%
O=C(Cn1nc(-c2ccc(Cl)cc2)ccc1=O)NCC1CCCO1 (stereo not given),4%,-25%,7%,5%,-8,-3%,1%,-5%,1%
CNC(=S)N1CCN(c2nc(-c3cccc(OC)c3)cs2)CC1,-2%,-4%,-2%,5%,-6,1%,2%,1%,0%
CCOC(=O)c1cc2c(=O)n3cccc(C)c3nc2n(CC(C)C)c1=NC(=O)c1ccco1,85%[activator],-23%,0%,-1%,-2,-1%,1%,-2%,-1%
COc1cc(C(=O)Nc2nc3ccc4nc(C)sc4c3s2)cc(OC)c1OC,16%[57.1 µM],-7%,3%,42%[activator][57.1 µM],-8,0%,-2%,1%,14%

# Screens (PubChem)

# These rows are one share of the data (hit frequency here may not be typical).
